Screening results deposited in PubChem by The Scripps Research Institute Molecular Screening Center.
MBD2 inh = inhibitors of human MBD2 binding to methylated oligonucleotide | TR-FRET | inhibition, % at 4.4 µM | actives 0.31% (n = 370,000) | AID 686964; in the data active = inhibition above about 13%
Target sequence (Q9UBB5 whole entry, looked up): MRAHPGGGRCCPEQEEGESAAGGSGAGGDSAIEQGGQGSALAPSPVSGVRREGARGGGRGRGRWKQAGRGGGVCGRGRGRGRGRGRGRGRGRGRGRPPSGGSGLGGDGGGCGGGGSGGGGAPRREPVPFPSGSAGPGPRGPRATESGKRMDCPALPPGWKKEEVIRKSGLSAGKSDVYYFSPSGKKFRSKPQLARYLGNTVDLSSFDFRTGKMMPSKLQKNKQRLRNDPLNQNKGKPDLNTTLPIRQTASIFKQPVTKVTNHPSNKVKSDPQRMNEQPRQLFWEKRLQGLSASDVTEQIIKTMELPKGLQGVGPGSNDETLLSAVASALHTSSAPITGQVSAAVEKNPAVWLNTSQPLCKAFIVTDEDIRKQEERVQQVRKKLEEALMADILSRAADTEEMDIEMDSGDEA
TCR-CD3 inh = blocks the human TCR-CD3 interaction; TAMRA-labeled TCR probe fluorescence, biochemical; inhibition, % at 9.4 µM; actives 0.37% (n = 360,000); AID 651800; in the data active = inhibition above about 19%;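 also: recombinant mutant TCR 2C K166C tagged with TAMRA read by polarization; 0% = receptor in buffer alone and 100% = receptor with positive control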
UHRF1 binding = human UHRF1 methylated DNA binding inhibitors. Q96T88. UHRF1 binding to methylated oligo, TR-FRET. inhibition, % at 4.4 µM. actives 0.75% (n = 370,000). AID 687016; in the data active = inhibition above about 21%;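 also: UHRF1 SRA domain binding a hemimethylated CpG hairpin DNA probe; 0% = median of test compound wells and 100% = reference inhibitor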
LEDGF integ inh = blocks HIV-1 LEDGF/p75-dependent DNA integration; TR-FRET IN-LEDGF/p75 DNA integration, Eu/Cy5; inhibition, % at 3.7 µM; actives 0.64% (n = 370,000); AID 743269;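 active = inhibition above the screen-wide mean plus 3 SD, cut at about 13% in these data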;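 also: signal is the Cy5 over europium emission ratio at 671 and 618 nm; 0% = plate median of compound wells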
SIAE primary = inhibitors of human sialic acid acetylesterase SIAE | AID 1053197 | Q9HAT2 | SIAE FP-Rh probe binding, fluorescence polarization | inhibition, % at 9.66 µM | actives 0.69% (n = 370,000);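 active = inhibition above a cutoff: mean of compounds within the control limits plus 3 SD of those, cut at about 17% in these data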;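 also: 0% = plate median of compound wells and 100% = probe without SIAE protein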
Target sequence (Q9HAT2 whole entry, looked up): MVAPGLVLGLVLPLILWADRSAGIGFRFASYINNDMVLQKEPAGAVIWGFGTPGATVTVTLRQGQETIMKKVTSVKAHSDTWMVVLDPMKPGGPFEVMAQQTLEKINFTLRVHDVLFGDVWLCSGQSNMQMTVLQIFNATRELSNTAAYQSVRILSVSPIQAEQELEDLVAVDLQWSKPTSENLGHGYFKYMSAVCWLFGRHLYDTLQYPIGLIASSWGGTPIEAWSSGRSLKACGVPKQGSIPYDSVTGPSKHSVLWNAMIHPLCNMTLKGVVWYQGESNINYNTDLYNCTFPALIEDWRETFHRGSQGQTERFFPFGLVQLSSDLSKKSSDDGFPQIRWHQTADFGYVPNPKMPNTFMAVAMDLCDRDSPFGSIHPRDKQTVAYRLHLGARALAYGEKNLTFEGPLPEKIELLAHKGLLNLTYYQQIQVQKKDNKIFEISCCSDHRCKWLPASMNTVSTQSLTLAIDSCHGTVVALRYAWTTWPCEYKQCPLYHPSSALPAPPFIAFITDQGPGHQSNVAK
Tn7 DDE FP = inhibitors of Tn7 peptide binding to human fibrin DD(E). P02675. FP displacement of FITC-Tn7 peptide from fibrin DD(E); 0% = median of compound wells per plate. inhibition, % at 8.3 µM. actives 0.13% (n = 370,000);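 active = inhibition above the mean of compounds falling within the control limits plus 3 SD of them, cut at about 14% in these data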;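 also: 0% = plate median of compound wells and 100% = 10 µM Aha-Tn7 peptide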
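Assay system: Human fibrin DD(E) protein | Medium: Tris buffer with calcium and detergent, pH 7.8 | Reagent: 0.1 µM fluorescent Tn7 | Compound dosing: Single point at 8.3 µM | Times: 10 min preincubation, 3 h with tracer, room temperature | Detection: Fluorescence polarization of the labelled Tn7 tracer | Controls: Aha-Tn7 high control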
KLK7 zymogen act = activates the human kallikrein-7 zymogen | activation, % at 7 µM | P49862 | purified proKLK7, EDANS-DABCYL substrate fluorescence; 100% is mature enzyme control, 0% vehicle | actives 0.9% (n = 370,000);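 active = activation above the mean of all tested compounds plus 3 SD, computed per campaign excluding outliers beyond control limits, cut at about 13% in these data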
DDE Tn6 FP inh = DD(E)-Tn6 binding inhibition, primary FP screen. P02675. Fibrin DD(E) TRITC-Tn6 fluorescence polarization displacement. inhibition, % at 8.3 µM. actives 0.21% (n = 370,000). AID 720509;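 active = inhibition above a per-campaign cutoff: mean of compounds within control limits plus 3 SD, cut at about 15% in these data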;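 also: 0% = median of all compound wells on the plate and 100% = blocking peptide control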
TDP2 absorb = TDP2 (human) inhibition, absorbance primary screen; O95551; recombinant TDP2, T5PNP hydrolysis, p-nitrophenol absorbance 415 nm; inhibition, % at 12.8 µM; actives 0.34% (n = 370,000); AID 720702;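 active = inhibition above the mean of all tested compounds plus 3 SD, set per campaign, cut at about 25% in these data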;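 also: 0% = DMSO with enzyme and 100% = buffer with substrate but no TDP2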
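Assay system: recombinant human TDP2 / Reagent: T5PNP substrate at 5 mM, a TopII-DNA adduct mimic / Measured by: epi absorbance from released p-nitrophenol / Evaluation: % inhibition relative to enzyme-containing and enzyme-free wells / Control set: enzyme-free and DMSO wells / Replicates: each compound tested once, singlicate / Schedule: enzyme reaction with compound for 2 h at 37 °C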
PRMT1 inh = inhibitors of human PRMT1; Q99873; recombinant PRMT1, activity-based probe fluorescence polarization; inhibition, % at 2.79 µM; actives 1.3% (n = 370,000);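 active = inhibition above about 21% made by adding two undisclosed values, limit read from the data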
* hit, by the source's call; x = not tested or not shown; & = joins results of further samples.

SMILES	MBD2 inh	TCR-CD3 inh	UHRF1 binding	LEDGF integ inh	SIAE primary	Tn7 DDE FP	KLK7 zymogen act	DDE Tn6 FP inh	TDP2 absorb	PRMT1 inh
COc1ccc(NC(=O)CS(=O)(=O)c2ccccc2Cl)cc1	8	-8	1	0	4	-6	0.1	1	-5	3
COc1ccc(N2CCN(C(=O)c3ccccc3NS(=O)(=O)c3ccccc3)CC2)cc1	0	15	-5	3	-3	-7	0.0	-6	0	1
N#Cc1cc2cc3c(cc2nc1SCC(=O)OC1CCCCC1)OCO3	-2	0	-4	0	0	1	-0.4	5	0	-1
Cc1noc(C)c1C(=O)OCC(=O)Nc1cccc(F)c1	0	7	5	0	-1	5	-0.2	2	1	1
CCCNC(=O)c1cc(C2CCCCN2C(=O)OCC(C)C)on1 (stereo unspecified)	-3	-2	2	-1	1	-8	0.1	4	5	1
CS(=O)(=O)c1ccc(C(=O)CN2C(=O)NC3(CCCc4ccccc43)C2=O)cc1 (stereo unspecified)	5	-5	2	-2	10	0	0.1	-7	1	5
C=CC[n+]1c(C)csc1Nc1ccc(C)cc1	-7	4	2	5	0	-2	-0.3	-2	-20	-5
CCCCOc1ncnc2c1[nH]c1ccc(OC)cc12	1	-3	0	1	-2	0	1.9	7	7	0
CC(C)N(Cc1cc2ccccc2[nH]c1=O)C(=O)C1CCCCC1	0	0	1	0	-3	-9	0.1	-6	-11	-1
CSCC[C@H](NC(=O)c1cccc(S(=O)(=O)N2CCCCCC2)c1)c1nc2ccccc2[nH]1	2	2	-5	0	-16	3	0.5	-7	-7	-1
COC(=O)[C@@H]1C[C@H]2CC[C@H](O)C[C@H]2N1Cc1ccc(C(F)(F)F)cc1	-3	9	-1	-1	2	4	0.0	2	2	0
CCOc1ccc(OC(=O)c2cccc(S(=O)(=O)N3CCN(C)CC3)c2)cc1	-4	-2	2	2	2	0	-0.3	0	6	-1
Cc1ccc(NS(=O)(=O)c2cc(NC(=O)c3cc4c(s3)CCCC4)ccc2C)c(C)c1	2	2	-1	-1	-63	-3	-0.7	-5	6	-2
COc1ccc(-c2csc(C(NC(C)=O)c3cccc(F)c3)n2)cn1 (stereo unspecified)	1	-2	-1	-1	-3	-3	0.3	-3	5	-3
COC(=O)c1cc(Cl)c(NC(=O)/C=C/c2ccc(Cl)cc2)cc1OC	2	1	5	0	-12	1	-0.2	5	8	-3
CC1CCCN(CC(=O)Nc2ccc(S(=O)(=O)N3CCCCC3)cc2)C1 (stereo unspecified)	-4	0	4	4	1	5	0.0	1	2	-2
Cc1ccc(C)c(NC(=O)Cn2c([N+](=O)[O-])cnc2C)c1	-1	-5	-2	-3	1	-1	-0.3	1	11	0
CC(=O)c1c(C)[nH]c(C(=O)Nc2cc(C)ccc2C)c1C	-1	6	0	0	-6	-1	0.4	1	5	-3
CCOc1ccccc1NC(=O)CN(C)S(=O)(=O)c1cccc2nsnc12	3	-1	0	0	-3	7	-0.7	5	11	3
COc1cccc(CNC(=O)CCC(=O)N2CCOCC2)c1	2	2	0	-3	-3	6	0.5	0	-1	1
CCCn1c(COc2ccc(C(=O)O)cc2)nc2ccccc21	0	-2	4	-6	7	-8	0.7	-1	5	1
CC(=O)N1CCN(C(=O)COC(=O)COc2ccc(C#N)cc2)CC1	2	9	0	3	-6	-12	0.5	-4	-12	-1
CCOc1cc(/C=C(\C#N)C(=O)Nc2ccccc2C(=O)O)ccc1OC(=O)c1ccc(C)cc1	-1	-1	-2	2	-5	-5	0.1	5	8	1
CCOc1ccc2nc(NC(NC(C)=O)(C(=O)OC)C(F)(F)F)sc2c1 (stereo unspecified)	4	-6	-2	2	-1	4	-0.7	8	0	3
NC(=O)C1=C[C@@H](C2CCCCC2)C[C@@H](OCCCCO)O1	-3	0	-2	1	4	0	-0.6	4	6	2
CC(C)[C@H](NC(=O)N1c2ccccc2NC(=O)[C@@H]1C(C)C)C(=O)N[C@H](Cc1ccccc1)C(=O)O	7	-1	3	-2	-4	5	-0.3	-9	6	-1
NC(=O)c1ccccc1NC(=O)CSC1=NCCS1	-2	4	0	-2	3	4	0.1	1	-4	27*
COc1cc(NC(=O)CSCC(=O)N(C)C2CCCCC2)cc(OC)c1	2	-1	2	2	-8	-12	0.1	-3	-16	0
CCCCNC(=O)C[C@H]1C[C@@]2(C(=O)OC)C(=C[C@H](C(C)C)O[C@@H]2C2CC2)N(Cc2ccc(Cl)cc2Cl)C1=O	1	x	-2	-3	10	3	-0.5	1	-8	1
O=C(OCC1CC(c2ccccn2)=NO1)c1ccc(Br)cc1 (stereo unspecified)	2	2	-2	0	-4	-5	0.5	11	1	0
O=C1OC(CC(=O)N(Cc2nnc(-c3ccc(Cl)cc3)o2)C2CC2)c2ccccc21 (stereo unspecified)	9	-1	2	-1	-3	-7	0.3	-1	0	3
CC1(C)CC(=O)C=C(NCCN2CCN(C(=O)Nc3ccc(Cl)cc3)CC2)C1	-1	-3	0	-1	2	3	1.0	1	11	-2
CN(CCCC(=O)N1CCN(c2ncccn2)CC1)S(=O)(=O)c1ccc(F)cc1	0	4	1	5	10	-3	0.6	-4	4	-5
CC1CCN(C(=O)c2[nH]cnc2C(=O)NCCCCCNC(=O)OC(C)(C)C)CC1	2	2	1	0	2	-2	0.5	-1	5	-1
CC(C)C[C@H](NC(=O)c1nc[nH]c1C(=O)N[C@@H](CC(C)C)C(=O)OCc1ccccc1)C(=O)OCc1ccccc1	-10	7	-1	0	-41	11	0.4	4	-7	0
O=C(CNC(=O)c1ccccc1F)OC(C(=O)Nc1cc(C(F)(F)F)ccc1Cl)c1ccccc1 (stereo unspecified)	3	-3	3	0	-13	5	-0.4	-1	-8	0
CCNC(=O)COc1ccc(CC)cc1	-6	5	2	-2	1	-6	0.4	3	-6	-4
Cc1ccc(C(=O)Nc2ccccc2C(=O)N2CCCCCC2)cc1	-6	2	0	6	-3	-5	0.8	5	-14	-2
Cc1ccc(NC(=S)N(CCCN(C)C)Cc2cc3cc4c(cc3[nH]c2=O)OCO4)c(C)c1	-6	0	-1	1	12	-2	-0.1	-7	5	1
CCOC(=O)C1(C(=O)OCC)C(C)CC(=O)N1c1ccccc1OC (stereo unspecified)	-1	-6	-1	1	2	-1	0.3	6	1	1
COc1ccc(-c2cc3ccccc3[nH]2)cc1	5	1	5	8	-2	-5	-2.9	-3	16	-3
Cc1ccccc1CN1C(=O)c2ccccc2Sc2ccc(C(=O)NCCN3CCOCC3)cc21	-9	7	-1	-2	-3	-1	-0.1	7	-6	-1
O=C(NCc1ccccn1)c1ccc(CS(=O)(=O)Cc2ccc(Cl)cc2)o1	3	3	-1	0	5	5	0.2	7	8	6
c1nc(SSc2ncnc3nc[nH]c23)c2[nH]cnc2n1	0	-2	0	-4	9	1	-0.4	2	5	48*
CCCN(CCC)C(=O)Cn1c(=O)c2sccc2n2c(=S)sc(-c3ccccc3)c12	1	2	0	1	2	-1	-0.1	5	-5	4
O=C(Oc1ccc(N(Cc2cccs2)C2=NS(=O)(=O)c3ccccc32)cc1)c1ccco1	-5	-2	-3	1	5	-3	-2.1	3	-4	1
O=C(NC(=S)NCCC1=CCCCC1)c1ccc(Br)o1	3	-1	-3	-2	0	-1	-0.1	3	5	-4
CCOC(=O)C1(CCCc2ccccc2)CCN(Cc2cn(CC)nc2C)CC1	-4	8	-4	6	-1	-3	0.1	5	3	-3
CC1(C(=O)Nc2ccc(Cl)c(C(F)(F)F)c2)Cc2c(-c3ccccc3)ccnc2O1 (stereo unspecified)	3	-9	1	-3	-5	5	0.4	5	6	6
COc1cccc(-c2cc(C(=O)Nc3ccncc3)c3ccccc3n2)c1	-5	-4	-1	3	0	-1	0.9	-1	18	0
CCc1nnc(NC(=O)CSc2nnc(-c3cccnc3)n2CCc2ccccc2)s1	2	3	-2	0	12	-1	0.3	7	10	2
CN1CCCC1CCNc1ccc2sc3ccccc3c(=O)c2c1 (stereo unspecified)	-11	0	-13	1	4	-7	-0.3	-7	8	2
CCN1CCN(Cc2ccc(NC(=O)c3ccc(C)c(NC(=O)C4=NN(c5ccccc5)C(=O)C4)c3)cc2C(F)(F)F)CC1	2&3	-8&5	-1&-4	-11&2	13&9	-2&9	-0.2&-0.8	-9&-5	11&9	4&0
CCOC(=O)c1cccc(NC(=O)CSc2nc(N)cc(N)n2)c1	3	2	0	0	-2	-9	-0.2	-5	8	1
O=C(Cc1cccc(NC(=O)C2CCCN(C(=O)CCc3ccccc3)C2)c1)Nc1cccc(C(=O)N2CCCCC2)c1 (stereo unspecified)	5	-6	4	0	6	5	0.8	-6	2	4
O=C(O)CNC(=O)CCN1C(=O)c2ccccc2C1=O	2	-6	5	3	1	7	-0.2	10	10	-1
Cc1cnc(C(=O)N2CCN(S(=O)(=O)c3ccc4ccccc4c3)CC2)cn1	-2	-1	-3	5	9	5	0.3	9	-4	-3
Cc1ccc(SCC(=O)NNC(=O)C2CCCCC2)cc1	5	-1	0	-2	1	2	-0.3	-4	5	0
Nc1nc2nc(-c3ccc(F)cc3)cc(C(F)(F)F)n2n1	-1	0	-1	-2	3	-3	24*	-3	11	-2
O=C(Nc1ccc2c(c1)CCC2)c1ccc(Br)s1	1	-3	1	6	-5	-3	0.2	5	-15	5

In the list so far, these contain bromine:
SMILES	MBD2 inh	TCR-CD3 inh	UHRF1 binding	LEDGF integ inh	SIAE primary	Tn7 DDE FP	KLK7 zymogen act	DDE Tn6 FP inh	TDP2 absorb	PRMT1 inh
O=C(OCC1CC(c2ccccn2)=NO1)c1ccc(Br)cc1 (stereo unspecified)	2	2	-2	0	-4	-5	0.5	11	1	0
O=C(NC(=S)NCCC1=CCCCC1)c1ccc(Br)o1	3	-1	-3	-2	0	-1	-0.1	3	5	-4
O=C(Nc1ccc2c(c1)CCC2)c1ccc(Br)s1	1	-3	1	6	-5	-3	0.2	5	-15	5

Further results.
SMILES	MBD2 inh	TCR-CD3 inh	UHRF1 binding	LEDGF integ inh	SIAE primary	Tn7 DDE FP	KLK7 zymogen act	DDE Tn6 FP inh	TDP2 absorb	PRMT1 inh
COc1cc(C#Cc2c(-c3cncn3C)n(C)c3ccc(-c4cnc(N5CCOCC5)nc4)cc23)cc(OC)c1	-3	2	-5	0	-32	1	-0.6	3	-7	1
O=S1(=O)CCC(N(N=Cc2ccco2)c2ccccc2)C1 (stereo unspecified)	-5	0	-2	6	0	-3	0.9	3	-4	7
CCNC(=O)c1c(NC(=O)c2cc(-c3cc(C)ccc3O)n[nH]2)sc2c1CCCC2	-2	-1	-3	1	-7	7	0.3	4	4	0
Cc1ccc(SC2=C(Sc3ccc(C)cc3)C(=O)c3ccccc3C2=O)cc1	-3	4	0	-1	4	6	0.8	2	18	18
CCOC(=O)c1ccc(NC(=O)CC2S/C(=N/N=C3/NC(=O)CS3)NC2=O)cc1 (stereo unspecified)	5	6	-4	-2	5	2	0.3	4	13	-2

Compounds as they come. About 4.6% of those tested had a hit in this group.
